NALP1 inh = NALP1 inhibition; S. cerevisiae NALP1/ASC/caspase-1 growth, X-gal OD620, 72 h; inhibition, % at 10 µM; 280,000 compounds, 0.61% hits; AID 2071; in the data active = inhibition mostly above about 24%, no sharp cut-off; inactive = mostly below about 32%; note: some compounds called inactive have numbers as strong as hits
OXTR agonist = activates the human oxytocin receptor; P30559; CHO-OTR cells, Fluo-8 calcium fluorescence; normalized: DMSO 0%, oxytocin 100%; activation, % at 3 µM; 320,000 compounds, 0.32% hits;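 active = activation above the mean of all tested compounds plus 3 SD, cutoff set per screening run, cut at about 20% in these data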;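 note: peak over basal fluorescence ratio from a 100 s FLIPR kinetic read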
Target sequence (P30559 whole entry, looked up): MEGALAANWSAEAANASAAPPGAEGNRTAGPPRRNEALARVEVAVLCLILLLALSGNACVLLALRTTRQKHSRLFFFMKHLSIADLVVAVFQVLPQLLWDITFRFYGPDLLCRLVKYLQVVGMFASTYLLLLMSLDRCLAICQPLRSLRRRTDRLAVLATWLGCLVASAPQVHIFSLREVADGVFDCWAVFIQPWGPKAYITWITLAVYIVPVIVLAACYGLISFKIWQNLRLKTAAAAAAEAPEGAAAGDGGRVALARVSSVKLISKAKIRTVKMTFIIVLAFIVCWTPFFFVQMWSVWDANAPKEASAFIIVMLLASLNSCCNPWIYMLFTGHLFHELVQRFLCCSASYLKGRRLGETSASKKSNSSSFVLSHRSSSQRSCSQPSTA
GPR7 antag = blocks human GPR7 receptor signaling | AID 1861 | P48145 | GPR7-expressing cells, fluorescence antagonist assay | inhibition, % at 4.4 µM | 290,000 compounds, 1.1% hits; in the data active = inhibition above about 16%, passing the limit was not always enough;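 note: cells stimulated with the agonist NPW; 0% = agonist with vehicle and 100% = vehicle without agonist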
DNA FID counter = counter-screen for HCV NS3 helicase inhibitors: DNA intercalator displacement; 290,000 compounds, 0.17% hits; DNA fluorescent intercalator displacement, fluorescence; inhibition, % at 7.9 µM; in the data active = inhibition above about 37%;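 note: 0% = vehicle and 100% = reference compound; higher means more ethidium bromide displaced from hairpin DNA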
MEKK2wt PB1 HTS = raises or lowers MEK5 binding to wildtype human MEKK2 PB1 domain | Q9Y2U5 | bead flow cytometry, Alexa488-MEK5 binding to MEKK2 WT; actives lie on both sides | binding response (% of control), % at 10 µM | 290,000 compounds, 1.1% hits; in the data active = binding response below about 67% or above about 130%
PfM18AAP inh = blocks P. falciparum M18 aspartyl aminopeptidase | recombinant PfM18AAP, H-Glu-NHMec fluorogenic cleavage | inhibition, % at 7.35 µM | 290,000 compounds, 1.2% hits;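 active = inhibition above the campaign mean inhibition over all tested compounds plus 3 SD, cut at about 28% in these data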;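 note: 0% = plate median of test compound wells and 100% = 2 mM ZnCl2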
MEKK2mut PB1 HTS = signal of MEK5 binding to mutant human MEKK2 PB1 domain. bead flow cytometry, Alexa488-MEK5 binding to MEKK2 mutant. percent response, % at 10 µM. 290,000 compounds, 0.35% hits; in the data active = percent response above about 24%, passing the limit was not always enough; note: inactives centre near 1; some results filed as inactive read as strong as hits; reference of the scale not given here
MEKK3 PB1 HTS = modulators (inhibitors or enhancers) of MEK5 binding to human MEKK3 PB1 domain. Q99759. bead-based flow cytometry, Alexa488-MEK5 binding to MEKK3; actives lie on both sides; 0 = blocked by unlabeled MEK5, 100 = vehicle. binding response (% of control), % at 10 µM. 290,000 compounds, 1.4% hits. AID 1529;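 active = binding response more than 3 SD above or below the average of its plate-row segment, actives on both sides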;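 note: Alexa488 bead fluorescence after subtracting the streptavidin-only scavenger bead signal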
Target sequence (Q99759 whole entry, looked up, the tested form may be a part): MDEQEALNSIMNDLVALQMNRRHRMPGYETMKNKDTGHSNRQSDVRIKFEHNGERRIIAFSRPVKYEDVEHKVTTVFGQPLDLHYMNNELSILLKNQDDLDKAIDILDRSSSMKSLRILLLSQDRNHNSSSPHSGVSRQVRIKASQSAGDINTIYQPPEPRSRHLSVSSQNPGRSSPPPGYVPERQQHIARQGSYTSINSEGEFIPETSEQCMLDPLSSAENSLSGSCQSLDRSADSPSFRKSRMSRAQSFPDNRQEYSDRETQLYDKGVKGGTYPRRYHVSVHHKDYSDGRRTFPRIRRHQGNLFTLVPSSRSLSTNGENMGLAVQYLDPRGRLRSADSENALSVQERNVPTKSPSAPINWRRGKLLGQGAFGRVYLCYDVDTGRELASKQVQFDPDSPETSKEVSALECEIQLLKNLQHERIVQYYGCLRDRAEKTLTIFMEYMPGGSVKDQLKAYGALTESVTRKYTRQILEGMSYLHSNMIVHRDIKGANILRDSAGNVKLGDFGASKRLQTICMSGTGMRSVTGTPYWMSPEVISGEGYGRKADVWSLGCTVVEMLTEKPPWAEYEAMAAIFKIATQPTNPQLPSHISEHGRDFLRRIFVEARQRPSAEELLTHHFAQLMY
PHOSPHO1 inh = blocks human PHOSPHO1 phosphatase activity | Q8TCT1 | recombinant PHOSPHO1, absorbance phosphatase assay | inhibition, % at 13.3 µM | 290,000 compounds, 1.1% hits | AID 1565; in the data active = inhibition above about 60%
Numbers without * were called inactive; / = no result given.

Molecule,NALP1 inh,OXTR agonist,GPR7 antag,DNA FID counter,MEKK2wt PB1 HTS,PfM18AAP inh,MEKK2mut PB1 HTS,MEKK3 PB1 HTS,PHOSPHO1 inh
CC(C)(O)C#Cc1ccc(CN2CCN(C3CCCC3)C(CCO)C2)cc1 (configuration not stated),5,0.4,-6,4,100,-11,-8,107,28
O=C(CCc1nnc(CCCCc2ccccc2)o1)NCCN1CCCCC1=O,-5,0.0,-7,-23,98,5,-8,96,60*
CC1CCN(C(=S)NC(=O)c2ccccc2Br)CC1,8,-0.3,2,-11,112,5,9,104,17
CCc1nn2c(=O)cc(CSc3nc(C)cc(=O)[nH]3)nc2s1,-12,-0.7,-7,-3,108,0,0,107,-11
CSc1ncc(-c2ccc(Cl)cc2)[nH]1,/,-1.1,8,0,111,-2,3,108,-26
CCOc1ccc(OCc2cccc(C(=O)N3CCCC3)c2)cc1,5,-0.3,-8,-27,106,2,6,105,-7
COc1ccccc1-n1cc2c([N+](=O)[O-])cc([N+](=O)[O-])cc2n1,9,0.2,-5,10,95,4,0,98,33
CCOc1ccc(NC(=O)CCNS(=O)(=O)c2cccs2)cc1,35,-0.5,7,0,79,7,-13,76,19

One compound at a time, from the list above. Values in the order: NALP1 inh, OXTR agonist, GPR7 antag, DNA FID counter, MEKK2wt PB1 HTS, PfM18AAP inh, MEKK2mut PB1 HTS, MEKK3 PB1 HTS, PHOSPHO1 inh
CCOc1ccc(NC(=O)CCNS(=O)(=O)c2cccs2)cc1 in the list: 35, -0.5, 7, 0, 79, 7, -13, 76, 19
CC1CCN(C(=S)NC(=O)c2ccccc2Br)CC1 in the list: 8, -0.3, 2, -11, 112, 5, 9, 104, 17

(list continues)
Molecule,NALP1 inh,OXTR agonist,GPR7 antag,DNA FID counter,MEKK2wt PB1 HTS,PfM18AAP inh,MEKK2mut PB1 HTS,MEKK3 PB1 HTS,PHOSPHO1 inh
Cc1onc(-c2ccccc2Cl)c1C(=O)Nc1ccc(N2CCOCC2)cc1,-8,0.4,-5,-18,101,0,4,97,9
Cc1ccc(S(=O)(=O)Oc2cc(N)c3c(n2)CCC3)cc1,4,-0.5,-10,4,95,2,2,104,39
CSc1nnc(C2CCCN(CC(=O)Nc3ccccc3N3CCOCC3)C2)n1C(C)C (configuration not stated),-1,0.3,-17,-39,97,2,-2,99,10
Cc1sc2ncnc(SCC(=O)c3ccc(Cl)s3)c2c1C,23,-0.5,-1,0,/,-6,/,/,24
O=C(Nc1ccc(S(=O)(=O)Nc2nccc(C3Cc4ccccc4C(=O)O3)n2)cc1)c1ccccc1 (configuration not stated),-40,-0.4,-5,-31,95,1,-5,93,5
CC(C)OC(=O)C1Cc2ccccc2CN1S(=O)(=O)c1cccs1 (configuration not stated),18,-1.7,-10,-28,99,-9,-1,101,35
COCCNC(=O)c1ccc(C)c(S(=O)(=O)Nc2ccc(C)cc2)c1,58,0.4,5,-10,100,-5,2,97,3
COc1cc(/C=C2/C(=N)N3OC(C)=CC3=NC2=O)ccc1OCCOc1ccc(C)cc1,6,-1.0,-3,-4,103,1,2,101,-26
COc1ccccc1CNC(=O)COC(=O)CNS(=O)(=O)c1ccc(C)cc1,18,-0.4,16,-18,102,9,3,98,15
O=C1C(=O)N(CNc2cccnc2)c2ccccc21,28,18,12,1,104,3,18,99,4
COCCn1c(Cc2ccccc2)nnc1SCc1nc2ccccc2c(=O)[nH]1,10,-0.7,-6,-7,104,-2,6,105,18
COc1cc(C2=NOC(C(=O)N3CCOCC3)C2)cc(OC)c1OC (configuration not stated),2,1.4,1,-5,107,3,6,107,11
CCCOP(=O)(OCCC)C1(Nc2ccc(C)cc2)CCCCC1,-2,-0.9,7,-24,/,-1,/,/,6
COC(=O)C(CCSC)NC(=O)CNS(=O)(=O)c1ccc(Br)cc1 (configuration not stated),11,0.3,-9,0,100,-11,-3,101,32
Fc1ccc(NC(=S)NCCc2ccccn2)cc1,-2,-0.8,5,-5,87,-6,-6,77,12
O=C(c1csc2ccccc12)n1cccn1,31,-0.5,-1,-1,/,-6,/,/,14

Three of the entries above in order of the NALP1 inh value, low to high:
SMILES,NALP1 inh
CCCOP(=O)(OCCC)C1(Nc2ccc(C)cc2)CCCCC1,-2
COC(=O)C(CCSC)NC(=O)CNS(=O)(=O)c1ccc(Br)cc1 (configuration not stated),11
COc1ccccc1CNC(=O)COC(=O)CNS(=O)(=O)c1ccc(C)cc1,18

Continued.
Molecule,NALP1 inh,OXTR agonist,GPR7 antag,DNA FID counter,MEKK2wt PB1 HTS,PfM18AAP inh,MEKK2mut PB1 HTS,MEKK3 PB1 HTS,PHOSPHO1 inh
O=C1CN(C(=O)CNCc2ccccc2Cl)c2ccccc2N1,4,-0.1,-10,3,104,-3,-3,99,16
NC(=O)c1oc2ccccc2c1NC(=O)CCc1ccccc1,14,-0.7,-10,1,111,0,-2,100,-6
CCOc1ccc(S(=O)(=O)Nc2ccc3c(c2)OCO3)cc1,7,4.2,-2,-4,100,-4,0,100,22
CC(=O)Nc1c(C)ccc(CNC(=O)COc2cc(C)ccc2C)c1C,16,-1.1,-12,-19,92,-2,-1,89,-30
COCCNC(=O)CCCn1c(=O)c2ccccc2n(Cc2cccc([N+](=O)[O-])c2)c1=O,5,0.0,-17,-2,105,1,0,101,2
O=C(C1CCN(S(=O)(=O)c2cccs2)CC1)N1CCc2ccccc2C1,21,3.8,21,-34,108,-4,7,113,-8
CCOC(=O)C1CCN(C(=O)c2cc(OCC)c(OCC)c(OCC)c2)CC1,-2,-0.7,-5,-36,/,-1,/,/,-54
Cc1cc(C)n(-c2nnc3n2N=C(c2c[nH]c4ccccc24)CS3)n1,-2,2.3,4,-19,100,6,3,97,14
CCN(CC(=O)Nc1ccccc1C(=O)OC)S(=O)(=O)c1ccccc1,24,-2.1,4,-10,101,-3,2,101,-23
CC1CCN(CC(C)OC(=O)c2ccc3c(c2)OCCO3)CC1 (configuration not stated),-7,2.2,1,4,92,-13,-1,92,-9
O=C(CCn1nnc2ccccc21)Nc1nnc(Cc2ccc(F)cc2)s1,15,4.1,-2,-8,105,-4,0,105,-8
C=CCN1C(=O)C(CC(=O)Nc2ccccc2)S/C1=N/c1nccs1 (configuration not stated),-5,-1.5,-4,-13,97,-8,-1,99,46
O=C(N/N=C/C(Cl)=C/c1ccc([N+](=O)[O-])cc1)C(=O)Nc1ccc(C(=O)O)cc1,0,0.8,-6,-7,99,20,-1,105,-1
Cc1ccc(-n2c(C)cc(C)c(C#N)c2=O)cc1,-3,-0.7,-15,7,100,-2,1,100,-8
CCCCCCN(C(=O)CCCCCN1C(=O)NC(c2ccc([N+](=O)[O-])cc2)C(C(=O)OCc2ccccc2)=C1C)C(C(=O)NCCCC)c1ccc(OCC(=O)OC)c(C(=O)OC)c1 (configuration not stated),3,2.0,/,/,94,/,-3,94,22
CCCCC(C(=O)O)C(C)CC(=O)Nc1nncs1 (configuration not stated),6,0.5,-12,-2,104,4,2,103,-1
Cc1cc(-c2nnc(CCC(=O)N(C)C(C)c3cccs3)o2)no1 (configuration not stated),13,-0.2,-5,-14,99,-9,-1,103,11
O=C(NCCc1ccccc1)C(=O)NCC(c1ccco1)N1CCOCC1 (configuration not stated),-10,-1.0,-16,-11,100,-4,-2,108,7
COc1ccc(-c2csc(NC(=O)Cc3ccccc3F)n2)cc1OC,32,2.1,14,-25,103,-6,3,100,19
COCCN1C(=O)C(O)=C(C(=O)c2cccs2)C1c1ccccc1 (configuration not stated),-14,0.1,-11,0,104,-2,4,104,24
CCc1ccc(CN(C)C(=O)CC2C(=O)NCCN2Cc2ccoc2)cc1 (configuration not stated),-23,-0.3,-13,-25,102,3,8,100,40
COC(=O)c1sccc1OC(C)C(C)=O (configuration not stated),2,1.5,-2,6,104,-6,-5,101,15
COc1ccc(S(=O)(=O)Oc2ccc3ccccc3c2)cc1,31,-0.7,1,1,104,4,-1,103,-4
O=C(NCc1ccccc1Cl)C1CCN(c2cnccn2)CC1,18,0.4,-4,-3,93,-8,-6,99,37
COC(=O)Cn1c(=NC(=O)C2CC2)sc2c(C)cc(C)cc21,/,-2.7,-4,-6,99,-4,-1,97,/
CC1=C(C(=O)OCc2ccc3c(c2)OCO3)C(c2ccccc2OCc2ccccc2)NC(=O)N1 (configuration not stated),33,-0.6,-8,-32,97,-4,1,102,7
COc1ccc(CNC(=O)CCC(=O)Nc2nnc(C(C)C)s2)cc1,-1,0.0,-6,-6,100,-5,4,104,28
O=C(NCc1ccncc1)c1cc(C(=O)C2CC2)c[nH]1,-34,1.2,6,-3,101,-4,-2,102,24
COCCn1c(SCC(=O)Nc2ccccc2F)nnc1-c1ccoc1C,10,1.3,5,-13,101,-11,-4,100,28
CCOCCCNC(=O)c1ccc(CS(=O)(=O)Cc2ccccc2F)o1,1,0.8,-8,-5,103,-2,1,102,-11
COC(=O)c1[nH]c2cccc(OC)c2c1NC(=O)CN1CC(C)OC(C)C1 (configuration not stated),3,1.5,-7,-22,98,-7,-6,98,13
Cc1nn(CC(=O)OCC(=O)Nc2ccccc2[N+](=O)[O-])c(C)c1[N+](=O)[O-],23,1.3,-6,-5,101,2,-2,101,12
CCOC(=O)C1CCCN(S(=O)(=O)Cc2ccc(Cl)cc2)C1 (configuration not stated),/,-2.1,-7,-20,106,2,1,105,/
CCOc1ccc(NC(=O)c2ccccc2NC(=O)CN2CCN(C(C)=O)CC2)cc1,/,-0.7,-5,-29,94,-2,-3,89,/
CCOCCCNC(=O)C(c1ccc(Cl)cc1)N1CCN(C(=O)c2ccco2)CC1 (configuration not stated),-5,-0.5,-4,-31,106,-8,2,113,18
Cc1ccc(-c2csc(NC(=O)c3ccco3)n2)cc1C,20,-2.5,-15,-16,100,-3,-1,103,-7
CCNC(=O)NC(=O)C(C)OC(=O)c1ccc(SC)cc1OC (configuration not stated),2,-1.8,-14,-19,106,-6,5,106,2
O=C(Nc1scc(-c2ccc(F)cc2)c1C(=O)O)c1ccco1,-1,-1.9,9,-6,99,18,0,102,-51
O=C(NC1C=CS(=O)(=O)C1)c1ccccc1 (configuration not stated),0,0.2,-6,-2,101,-5,0,100,19
Cc1cc(NS(=O)(=O)c2ccc(NC(=O)Nc3ccc4c(c3)OCO4)cc2)no1,-13,0.6,-5,-9,97,8,-1,101,-3
O=C(CCCO)c1ccc2c(c1)OCCO2,5,-1.0,3,-2,96,1,0,101,16
O=C(NCC1CCCO1)c1ccccc1-c1nc(-c2ccccc2Cl)no1 (configuration not stated),2,-2.4,-15,-16,95,-4,-1,97,3
O=C(Nc1ncn[nH]1)c1cccc(S(=O)(=O)N2CCOCC2)c1,6,-0.1,-9,-1,90,16,-11,95,-10
CCC(Sc1ccc(C(=O)O)cc1)C(=O)O (configuration not stated),-7,1.1,-1,6,110,3,5,103,-32
Cn1nc(C(=O)NCc2ccccc2)c2ccccc2c1=O,11,-0.1,-9,-5,108,-3,1,103,1
COc1ccc(-c2[nH]c(-c3ccc(C)cc3)nc2SCC(=O)NCc2ccco2)cc1OC,-3,-1.7,-2,-18,104,4,7,99,34
CCOC(=O)/C=C/C(=O)OCC(=O)NC(c1ccccc1)c1ccccc1,42,0.4,8,-13,97,-17,-2,98,-2
NC(=O)CNC(=O)[C@@H]1CC2(CC(c3cccc(Br)c3)=NO2)CN1C(=O)c1ccc(Br)cc1 (some centres not stated),-18,0.2,19,-39,99,1,-1,94,27
O=C(Nc1ncc(C(F)(F)F)cc1Cl)c1ccc(S(=O)(=O)N2CCOCC2)cc1,-8,0.3,-6,-8,96,-11,-5,98,16

Source: PubChem
